PfM18AAP inh – PfM18AAP inhibitors, malaria aminopeptidase, primary screen, biochemical, QFRET, recombinant enzyme | M18 aspartyl aminopeptidase (Plasmodium falciparum 3D7) | 1.2% of 290,000 active | AID 1822, 2009 | H-Glu-NHMec fluorogenic cleavage | inhibition, % at 7.35 µM;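 active means inhibition above the campaign mean inhibition over all tested compounds plus 3 SD, cut at about 28% in these data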;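 further: 0% = plate median of test compound wells and 100% = 2 mM ZnCl2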
pCIP destab – p/CIP-EGFP fusion destabilizers, primary screen, fluorescence, F442A cells | decrease of EGFP signal, % at 10 µM | 16 h | 0.01% of 290,000 active;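 active means EGFP signal decrease of at least 30% at 10 µM or well 3 SD below plate mean, unless failing retest; inactive means the rest, including hits failing retest or dose response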; further: some compounds called inactive have numbers as strong as hits; many of its hits are not listed in these tables
DNA FID counter – compounds displacing fluorescent DNA intercalator, primary screen, artefact control for HCV NS3 helicase inhibitor project, biochemical, FID fluorescence; DNA fluorescent intercalator displacement; inhibition, % at 7.9 µM; 0.17% of 290,000 active; in the data active means inhibition above about 37%;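 further: 0% = vehicle and 100% = reference compound; higher means more ethidium bromide displaced from hairpin DNA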
VIM-2 inh – VIM-2 metallo-beta-lactamase inhibitors, primary screen, biochemical, epi-absorbance readout, Pseudomonas aeruginosa enzyme. purified VIM-2, nitrocefin hydrolysis, epi-absorbance fluorescence. inhibition, % at 5.6 µM. 0.89% of 290,000 active;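 active means inhibition above the mean of all tested compounds plus 3 SD, cutoff set per screening run, cut at about 7.5% in these data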;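 further: red hydrolysis product quenches plate fluorescence so inhibitors raise well fluorescence; 0% = enzyme with DMSO and 100% = DMSO without enzyme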
IDE inh – human IDE inhibitors in live cells, primary screen, fluorescence polarization, HEK cells, FAbetaB substrate; FAbetaB cleavage; inhibition, % at 5.59 µM; 0.41% of 320,000 active; Insulin-degrading enzyme (Homo sapiens), P14735;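 active means percent inhibition above the average of all tested compounds plus 3 SD, set per screening campaign, cut at about 16% in these data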;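 further: IDE supplied by intact live HEK cells; FP after avidin binding of uncleaved biotin substrate so inhibition keeps polarization high; 0% = DMSO wells and 100% = 60 µM reference IDE inhibitor Ii1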
NS3 helicase inh – inhibitors of HCV NS3 helicase, primary screen, biochemical, Cy5 molecular beacon fluorescence | 0.56% of 290,000 active | NS3 helicase DNA unwinding | inhibition, % at 10.9 µM;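 active means inhibition above the mean of all tested compounds plus 3 SD, set per campaign, cut at about 35% in these data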;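 further: 0% = DMSO wells and 100% = thioflavine S control wells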
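Measured by: Cy5 fluorescence, 0 and 60 min reads / Assay system: NS3 helicase fragment of HCV / Control set: low DMSO, high thioflavine S at 110 µM / Times: 1 h reaction at 25 °C, ATP-initiated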
IDE act – human IDE activators in live cells, primary screen, fluorescence polarization, HEK cells, FAbeta-B substrate; activation, % at 5.96 µM; 0.073% of 340,000 active; Insulin-degrading enzyme (Homo sapiens), P14735; FAbeta-B cleavage; 0% vehicle, 100% cell-free pure enzyme wells; AID 493087, 2011;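 active means activation above the mean of all tested compounds plus 3 SD, set per screening campaign, cut at about 17% in these data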
IMP-1 inh – IMP-1 metallo-beta-lactamase inhibitors, primary screen, biochemical, epi-absorbance readout, Pseudomonas aeruginosa enzyme | inhibition, % at 5.6 µM | AID 1556, 2009 | 0.45% of 290,000 active | purified IMP-1, nitrocefin hydrolysis, epi-absorbance fluorescence | metallo-beta-lactamase IMP-1 (Pseudomonas aeruginosa);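 active means inhibition above the mean plus 3 SD of all compounds in the same screening run, cut at about 4.5% in these data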;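 further: 0% = IMP-1 with DMSO and 100% = DMSO wells lacking enzyme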
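System: purified IMP-1 / Input: IMP-1 dispensed at 0.2 nM / Medium: 50 mM HEPES pH 7.1, 50 µM ZnSO4, 0.05% Brij 35 / Timing: 15 min enzyme–compound preincubation, then 25 min nitrocefin reaction, 25 °C / Technique: plate fluorescence quenching by hydrolysis product, ex 480/em 530 nm / Repeats: singlicate testing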
UBC9 SUMO inh – inhibitors of in vitro SUMOylation cascade, primary screen, biochemical, HTRF, uHTS. SUMO-conjugating enzyme UBC9 (Homo sapiens), P63279. 0.36% of 290,000 active. HTRF SUMOylation assay, SAE1/SAE2 + UBC9. AID 2006, 2009. inhibition, % at 35 µM; in the data active means inhibition above about 50%, passing the limit was not always enough; further: strong numbers were not always called active
Target sequence (P63279 whole entry, looked up): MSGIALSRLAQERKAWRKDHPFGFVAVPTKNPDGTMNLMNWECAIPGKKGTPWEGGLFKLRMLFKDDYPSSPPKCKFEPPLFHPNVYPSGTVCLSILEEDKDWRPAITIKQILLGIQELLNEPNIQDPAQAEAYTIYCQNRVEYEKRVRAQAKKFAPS
* = called active by the depositor; · = not tested or not shown.

SMILES	PfM18AAP inh	pCIP destab	DNA FID counter	VIM-2 inh	IDE inh	NS3 helicase inh	IDE act	IMP-1 inh	UBC9 SUMO inh
NC(=O)c1nn(-c2ccccc2)nc1NC(=O)CSc1nnnn1-c1ccc(Cl)cc1	-3	9	-4	-0.5	1	-1	-2	-1.1	8
CCC(NC(=O)c1cc(COc2cc(C)c(Cl)c(C)c2)on1)c1ccncc1 (stereo unspecified)	6	-9	-36	-2.2	6	-3	4	-5.5	-12
O=C(Nc1ccc(S(=O)(=O)N2CCCC2)cc1)C1CC(=O)N(c2ccc(F)cc2)C1 (stereo unspecified)	2	-18	-24	0.8	-5	-1	-4	1.5	-11
O=C(Nc1nnc(-c2ccc(Cl)cc2)o1)NC1CCCCC1	-5	-4	-12	-2.1	3	4	3	-2.0	3
CC(c1ccco1)N(C(=O)c1ccccc1NS(=O)(=O)c1ccc(Cl)c([N+](=O)[O-])c1)c1ccccn1 (stereo unspecified)	6	-1	-22	-0.6	-5	15	1	-1.6	13
O=C(COC(=O)/C=C/c1cccs1)NC1CCCCC1	-6	2	-16	-1.2	0	16	3	-1.1	14
CC(C)c1onc(C(=O)N2C(C)CCCC2C)c1[N+](=O)[O-] (stereo unspecified)	5	-7	-5	-3.0	5	10	1	-1.7	8
COc1ccc(CN2CCN(S(=O)(=O)c3ccc(C)cc3)CC2)cc1Br	-7	-7	-5	-5.5	5	-1	1	-3.8	-2
CC1CCc2c(sc(Nc3nc4c(F)cccc4s3)c2C(N)=O)C1 (stereo unspecified)	24	-10	-17	1.3	13	31	-4	-3.9	7
CC(C)(C)n1nnnc1C(c1cccs1)N1CCN(Cc2ccccc2)CC1 (stereo unspecified)	2	16	4	-1.1	-2	-10	-1	-6.3	2
COCC(C)NC(=O)COc1nncc2ccccc12 (stereo unspecified)	-6	7	2	2.5	6	9	7	-0.3	4
Cn1cc([N+](=O)[O-])c(C(=O)Nc2ccc(Br)cn2)n1	-3	-4	5	-3.5	4	3	5	-2.8	13
CC1CCN(C(=O)CN2C(=O)c3cccc4cccc(c34)C2=O)CC1	2	-2	-6	-2.4	2	2	2	-2.4	15
Cc1nc2ccccc2c(=O)n1NC(=O)c1ccco1	5	8	-2	-2.8	5	-5	7	-2.5	4
O=[N+]([O-])c1ccccc1-c1ccc(C(=S)N2CCCCC2)o1	23	-12	-3	-0.7	-4	-1	-12	-3.0	25
COc1ccc(Oc2nc(-c3ccncc3)nc3ccccc23)cc1	-5	-7	-3	-4.7	-1	-19	·	-3.3	15
COc1ccc(CN2CCN(c3ccccn3)CC2)cc1OCc1ccccc1	-6	-14	3	-0.7	0	-5	6	-2.0	15
CCN(CC)c1ccc(C2Nc3cccc4cccc(c34)N2)cc1	22	-5	-2	1.9	-4	-3	5	0.2	12
CCCCn1c(/C=N/Nc2nc3ccccc3[nH]2)nc2ccccc21	-1	-11	-2	-4.0	4	-12	-4	-4.0	-88
CCOC(=O)C1=C(C)OC(N)=C(C#N)C1c1cc(F)ccc1F (stereo unspecified)	3	-16	-4	-3.1	2	0	2	-3.3	-3
Cc1ccccc1OCCCSc1nc2ccccc2[nH]1	-2	-9	-6	-3.1	-6	-8	0	-3.0	-20
Cc1nn(Cc2c(F)cccc2Cl)c(C)c1[N+](=O)[O-]	-5	-7	-6	-3.0	1	-9	·	-2.7	11
NS(=O)(=O)c1ccc(CCNC(=O)Nc2ccc(Cl)c(Cl)c2)cc1	3	-15	9	-2.2	1	-3	4	-1.4	21
COc1ccc(NC(=O)CCCC(=O)c2ccccc2)cc1	-1	-10	-14	-2.7	4	9	-1	-3.0	5
COc1cc(/C=C/C2=CC(C)(C)NC(=S)N2)cc(OC)c1OC	5	-8	-19	-4.2	0	-3	1	-3.7	2
O=C1N/C(=N\N=C\c2ccc3ncccc3c2)SC1Cc1ccc(SC(F)F)cc1 (stereo unspecified)	-2	-1	0	-3.3	0	1	0	-4.6	22
Cc1c(O)nc(SCC(=O)Nc2ccc3c4c(cccc24)CC3)n(-c2ccc(F)cc2)c1=O	3	-1	-45	-0.2	4	16	-4	-1.1	-2
CS(=O)(=O)Nc1nnc(Cc2ccccc2)s1	0	-1	-3	-3.8	1	5	4	-3.0	5
COc1ccc(/C(C)=C(\C#N)C(=O)OC(C)C)cc1OC	-5	5	-1	-3.4	2	-2	3	-8.6	15
CN(Cc1ccccc1)S(=O)(=O)c1ccccc1[N+](=O)[O-]	-4	-4	6	-1.5	2	0	1	-2.6	16
O=C(N/C(C(=O)N1CCOCC1)=C(\Sc1ncccn1)c1ccccc1)c1ccccc1	6	7	-19	-2.1	7	-7	-4	-5.1	16
COC(=O)c1ccc2c(C(C)(C)O)c(C(C)(C)O)[nH]c2c1	14	-2	-20	0.0	-2	23	·	2.1	12
OCCC1CN(Cc2nc3ccccc3s2)CCN1C1CCCCC1 (stereo unspecified)	-9	4	3	-1.8	4	-6	5	-2.6	9
CC(=O)Nc1c(C)ccc(S(N)(=O)=O)c1C	-9	4	2	-2.1	2	-1	-1	-2.3	6
CN1CCc2c(sc(/N=C/c3c[nH]c4ccccc34)c2C(N)=O)C1	2	-4	1	-0.2	-2	0	·	-2.6	-4
COc1ncnc2c1oc1nc(C(C)C)c3c(c12)CC(C)(C)OC3	4	-8	-3	-1.7	2	2	3	-1.9	-6
CC1CC(C)CN(C(=O)c2ccc(CNc3c(N4CCCC4)c(=O)c3=O)cc2)C1 (stereo unspecified)	-6	-17	-34	-0.6	-1	-2	4	-2.0	22
Cc1ccc(NC2CCCN(C(=O)c3ccc4[nH]ccc4c3)C2)cc1C (stereo unspecified)	12	-5	-25	-0.9	-3	-5	-4	-0.5	-1
Cc1ccc(S(=O)(=O)NCCC(=O)NC(C)c2ccccc2)cc1 (stereo unspecified)	-2	-14	-19	-3.6	2	1	3	-2.0	·
OC(CNCC1COc2ccccc2O1)COc1ccccc1F (stereo unspecified)	-3	5	5	-2.2	5	-11	4	-1.4	-1
CC(=O)Nc1nc(=S)n(-c2ccccc2)[nH]1	20	-6	0	-4.2	1	3	-1	-2.9	25
CCOc1ccc(NC(=S)N2CCC(NC(=O)c3ccccc3C)CC2)cc1	-12	-11	-16	1.2	0	-5	2	-1.1	11
CCc1nnc(NC(=O)CCC(=O)O)s1	-9	-16	0	-2.7	-3	-5	6	-2.5	0
O=C(COc1ccccc1Br)Nc1ccc2c(c1)OCCCO2	-3	0	-37	-1.7	3	-11	0	-2.1	-8
CCc1nnc(NC(=O)CSc2nnc(Cc3ccccc3)o2)s1	25	-15	-18	-5.7	5	-3	-1	-3.8	23
CNc1c([N+](=O)[O-])cnn1-c1ccccn1	-10	-2	-3	1.1	5	4	1	-0.8	24
N#C/C(=C(\O)c1cc(Cl)sc1Cl)c1nc2ccccc2[nH]1	-1	4	-6	0.8	1	43*	4	-0.1	5
CCn1nccc1C(=O)Nc1ccc(Cl)cn1	3	5	-3	-4.2	-2	20	8	-1.9	-18
COc1cc(C(=O)NCC2(N(C)C)CCCCC2)ccc1OCc1ccccc1	-4	-2	16	-0.4	-1	-8	3	-0.1	3
CCOc1ccc(S(=O)(=O)N(CC(=O)NCc2cccnc2)c2ccc(F)cc2)cc1	1	-20	-30	-2.4	0	-11	7	-3.3	-4
COc1ccc(NC(=O)CN2CCC(C(N)=O)(N3CCCCC3)CC2)cc1	4	-5	0	0.0	-2	8	9	-1.3	-1
S=C(Nc1ccccc1)Nc1nccs1	11	-4	-4	-2.9	-1	13	-2	-3.1	5
O=C(CCN1C(=O)/C(=C/c2ccccc2)SC1=S)NC1CCS(=O)(=O)C1 (stereo unspecified)	8	-3	-29	0.1	1	3	-1	-0.4	5
CCOc1ccc(N(CC(=O)NCCc2ccc(C)cc2)S(=O)(=O)c2c(C)noc2C)cc1	-2	-5	-44	-2.5	0	-21	3	-1.3	-14
O=C(CCC(=O)N(Cc1ccco1)C(C(=O)NC1CCCC1)c1ccncc1)Nc1cccnc1 (stereo unspecified)	4	2	-20	-2.6	3	2	9	-3.1	-20
O=C1CCCN1CCCNc1nc2c(S(=O)(=O)c3ccccc3)nnn2c2ccc(Cl)cc12	2	-14	-37	2.8	-3	-2	2	0.5	27
O=C(O)C1C2CCC(C2)C1C(=O)NCc1ccco1 (stereo unspecified)	-2	-10	1	-3.1	1	-3	2	-2.1	17
CC(=O)c1cc(-c2ccc(F)cc2)n(CCC(=O)Nc2cccnc2)c1C	-5	-12	-26	-1.9	7	5	8	-3.5	19
Cc1cccc(Nc2nc(NC(C)C)nc(Oc3ccc(=O)n(C)n3)n2)c1	-3	-8	-14	-6.2	2	5	-4	-4.3	11
CCn1c(SCC(=O)Nc2ccc(OC)c(OC)c2)nnc1-c1ccco1	2	-4	-15	-2.1	-2	-12	11	-3.4	4

Retrieved by structure from above:
SMILES	PfM18AAP inh	pCIP destab	DNA FID counter	VIM-2 inh	IDE inh	NS3 helicase inh	IDE act	IMP-1 inh	UBC9 SUMO inh
CNc1c([N+](=O)[O-])cnn1-c1ccccn1	-10	-2	-3	1.1	5	4	1	-0.8	24
O=C(CCC(=O)N(Cc1ccco1)C(C(=O)NC1CCCC1)c1ccncc1)Nc1cccnc1 (stereo unspecified)	4	2	-20	-2.6	3	2	9	-3.1	-20
CCc1nnc(NC(=O)CCC(=O)O)s1	-9	-16	0	-2.7	-3	-5	6	-2.5	0
N#C/C(=C(\O)c1cc(Cl)sc1Cl)c1nc2ccccc2[nH]1	-1	4	-6	0.8	1	43*	4	-0.1	5

(cont.)
SMILES	PfM18AAP inh	pCIP destab	DNA FID counter	VIM-2 inh	IDE inh	NS3 helicase inh	IDE act	IMP-1 inh	UBC9 SUMO inh
COc1cc(/C=C2\SC(=S)N(NS(=O)(=O)c3ccc(C)cc3)C2=O)ccc1O	10	-254	-21	-7.2	72*	29	-96	-5.2	15
CN(C)c1ccc(NC(=O)CN2CCc3ccccc3C2)cc1	14	3	-15	-0.9	2	7	3	-2.5	-8
NC(=O)C1CCCN(CC(O)COCc2ccc(Cl)cc2)C1 (stereo unspecified)	13	-9	-1	-3.5	7	-2	3	-4.3	17
O=C1OCC(CO)(CO)N=C1NNc1cc(Cl)ccc1Cl	5	4	2	-4.3	-1	2	4	-2.8	0
O=C(Cn1cnc2c(nnn2Cc2ccccc2)c1=O)NCc1ccco1	-10	-11	-2	-2.8	-1	3	-1	-2.2	9
CS(=O)(=O)N(CC(=O)N1CCCCCC1)c1cccc(Br)c1	-10	2	-10	-2.8	2	5	3	-3.8	1

Screening results deposited in PubChem by several laboratories.
